GlmU inhibition – inhibition of mycobacterial GlmU enzyme – biochemical, glucosamine-1-phosphate acetyltransferase (AID 1376). Bifunctional protein GlmU (Mycobacterium tuberculosis (strain ATCC 25618 / H37Rv)). M. tuberculosis GlmU acetyltransferase enzyme assay; higher % means a stronger effect. inhibition, %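 (tested at 30 µM in the primary screen)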; hits with a dose series show IC50 in µM. 0.25% of 220,000 active; in the data active = inhibition above about 13%;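 also: 0% = complete reaction with vehicle and 100% = reaction without substrate; strong numbers were not always called active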
RmlCD inh 1536 – M. tuberculosis RmlC/RmlD coupled enzyme inhibitors, primary screen, biochemical, compound mixtures, 384-well, from 1536-well plates. dTDP-4-dehydrorhamnose reductase (Mycobacterium tuberculosis (strain ATCC 25618 / H37Rv)) …. 0.03% of 160,000 active. inhibition, % at 3.6 µM. AID 1533, 2009. RmlC+RmlD coupled enzyme assay, percent inhibition; primary screen in compound mixtures; in the data active = inhibition mostly above about 34%, no sharp cut-off; also: some results filed as inactive read as strong as hits
Target sequence (P9WH09 whole entry, looked up): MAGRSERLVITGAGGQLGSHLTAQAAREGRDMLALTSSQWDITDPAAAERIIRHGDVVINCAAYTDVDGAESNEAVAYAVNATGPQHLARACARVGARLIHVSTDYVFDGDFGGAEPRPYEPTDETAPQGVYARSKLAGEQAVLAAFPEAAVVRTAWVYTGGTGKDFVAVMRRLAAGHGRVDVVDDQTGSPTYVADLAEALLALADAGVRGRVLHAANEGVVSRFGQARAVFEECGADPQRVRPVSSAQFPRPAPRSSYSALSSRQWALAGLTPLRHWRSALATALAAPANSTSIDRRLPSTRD
Target sequence (P9WH11 whole entry, looked up): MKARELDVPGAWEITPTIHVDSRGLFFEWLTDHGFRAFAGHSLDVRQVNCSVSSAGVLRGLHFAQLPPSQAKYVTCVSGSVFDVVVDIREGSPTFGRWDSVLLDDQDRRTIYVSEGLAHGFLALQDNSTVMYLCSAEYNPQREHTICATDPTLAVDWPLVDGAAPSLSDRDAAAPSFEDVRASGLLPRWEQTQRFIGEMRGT
* = called active by the depositor; x = not tested or not shown. Not all compounds are listed; the hit share may differ from the screen's.

SMILES	GlmU inhibition	RmlCD inh 1536
O=C(COC(=O)/C=C/c1cccc(F)c1)Nc1ccc(Cl)cn1	0.0%	4
CCC(C)NC(=O)C1CCN(S(=O)(=O)c2ccc(OC)cc2)CC1 (centres undefined)	2.0%	6
COc1ccc(C(=O)Nc2ccc3c(c2)nc(CN2CCN(C(C)=O)CC2)n3C)cc1	-3.5%	x
CN(c1ccccc1C(=O)Nc1ccccc1C(=O)NCc1ccco1)S(C)(=O)=O	-2.4%	5
Cc1cc(/C=N/n2cnnc2)c(C)n1-c1ccc(Cl)cc1	-5.4%	5
Cc1noc(C)c1S(=O)(=O)N(CC(=O)Nc1ccc2c(c1)OCO2)c1ccc(C(C)C)cc1	1.4%	-9
O=C(CSc1ncc(C(F)(F)F)cc1Cl)N1CCN(S(=O)(=O)c2ccccc2)CC1	-2.5%	-9
Cc1ccc(OCc2nnc(SCC(=O)N3CCOCC3)n2C)cc1	1.5%	x
Cc1oc(-c2ccccc2)cc1C(=O)Nc1cccc(/C=C\C(=O)O)c1	1.1%	-10
Cc1ccc(N(NC(=O)C(C)(C)O)C(=O)c2ccccc2)cc1C	1.7%	6
Cc1cc(-c2ccccc2)nc(-c2ccccc2)c1C	5.4%	x
CCCCC(=O)c1c(C)cc(C)[nH]c1=O	0.1%	x
O=C(N/N=C/c1ccsc1)c1cc(-c2ccncc2)nc2ccccc12	-4.0%	-10
CCOC(=O)c1sc(Nc2ccc(F)cc2)nc1C	1.1%	-12
CCCNC(=O)CSc1nccn1Cc1ccc(OC)cc1	-4.8%	-11
CCc1ccc(NC(=O)C(C)OC(=O)CCC(=O)c2cccs2)cc1 (centres undefined)	2.7%	1
Cc1ccc2c(COC(=O)C3=COCCO3)cc(=O)oc2c1	-0.2%	-1
Cc1nnc(SCc2cccc([N+](=O)[O-])c2)[nH]c1=O	3.6%	-7
Cc1c(C(c2cccs2)c2c(C)n(C)n(-c3ccccc3)c2=O)c(=O)n(-c2ccccc2)n1C	2.4%	-10
S=C(NC1CCCCC1)NC1CC2C=CC1C2 (centres undefined)	3.8%	-2
COc1cc(/C=C/C(=O)NCCn2c(C)cc3ccccc32)cc(OC)c1OC	-0.6%	x
COc1ccc(-c2nnc(SCc3ccccn3)n2C)cc1	2.8%	x
CCc1nnc(NC(=O)Cc2sc(C)nc2-c2ccc(C)cc2)s1	-0.4%	2
COc1cnc(-c2ccccn2)nc1Oc1ccccc1	2.6%	7
Clc1ccc(C2NCCc3sccc32)cc1 (centres undefined)	-1.2%	x
O=C(Nc1ccc(Cl)cc1)c1ccc(-c2ccccn2)s1	2.2%	7
Cn1cc(C(=O)N/N=C/c2cccc([N+](=O)[O-])c2)c2ccccc21	-7.2%	-20
COc1cccc(CC(NC(C)=O)C(=O)NC2CCN(C(=O)C3CC3)CC2)c1OC (centres undefined)	-0.5%	0
O=C(Sc1ccccc1)c1cccc(Cn2cc(C(F)(F)F)ccc2=O)c1	-2.4%	7
CC1CCN(C(=O)CNC(=O)c2ccc(Cl)cc2Cl)CC1	1.8%	x
Cc1ccc(SCc2ccc(C(=O)Nc3ccccc3C(=O)NC(C)C)cc2)cc1	5.4%	2
Cc1c(C(=O)NCc2ccc3c(c2)OCO3)cccc1[N+](=O)[O-]	-6.3%	2
CC(NC(=O)CCc1nnc(CCCc2ccccc2)o1)c1ccccc1 (centres undefined)	-3.6%	2
O=C(CSC1=NCCS1)Nc1ccnc2ccccc12	1.8%	12
Cc1ccc(Nc2nc3c([nH]2)c(=O)[nH]c(=O)n3C)cc1	x	-1
S=C(Nc1ccccc1)N1CCn2c(nc3ccccc32)C1	0.2%	-11
CC1c2ccsc2CCN1S(=O)(=O)c1ccccc1 (centres undefined)	-1.8%	17
CCNC(=S)NNC(=O)CSc1nc2ccccc2[nH]1	-1.4%	-8
S=c1[nH]nc(C2CC2)n1Cc1ccco1	2.7%	x
O=C1CSC(=Nc2ccccc2[N+](=O)[O-])N1	6.4%	x
O=c1cc(-c2ccccc2)nc(SCCOc2ccccc2Cl)[nH]1	-5.8%	2
CC1(C)NC(=O)N(CCCOc2ccc(Br)cc2Cl)C1=O	2.1%	13
O=C(NCCc1csc(-c2cccnc2)n1)c1ccccc1	2.8%	10
CCCC1(CCC)C(=O)NC(=NCCc2ccc(OC)c(OC)c2)NC1=O	5.4%	7
Cc1ccc(S(=O)(=O)c2nc(-c3ccc(F)cc3)oc2SCC(=O)NCC2CCCO2)cc1 (centres undefined)	3.3%	x
O=C1C=C(Nc2cccc(Cl)c2)CC(c2ccco2)C1 (centres undefined)	0.7%	8
COc1ccc(-c2[nH]ncc2CN2CCC(N3CCSCC3)CC2)c(F)c1	4.9%	-10
COc1ccc(/C=C/c2nnc(NC(=O)CC(C)C)s2)cc1	3.2%	2
Cc1ccc([N+](=O)[O-])cc1NC(=O)c1ccc(C(C)(C)C)cc1	-2.9%	7
O=C(O)c1cccnc1Br	-7.8%	-13
CCc1cccc(C)c1NC(=O)CSc1nc2ccccc2n1CC(=O)N(C)C	3.0%	7
C/C(CC(=O)Nc1cccnc1)=N\NC(=O)C(C)Oc1ccc(Cl)cc1Cl (centres undefined)	-1.6%	-6
O=C(NNS(=O)(=O)c1ccc(F)cc1F)c1csc(-c2cccnc2)n1	-5.2%	x
CC(NC(=O)Cc1ccccc1)C1COc2ccccc2O1 (centres undefined)	1.7%	-3
CCN1CCCC1CNC(=O)C(=O)Nc1cccc(OC)c1 (centres undefined)	2.0%	4
CCNc1nc(N2CCCC2)nc(N2CCCC2)n1	1.2%	1
COc1ccc(CC(=O)NCc2n[nH]c(=S)n2-c2ccc(F)cc2)cc1	9.6%	48
OC1CCN(Cc2cn(Cc3ccccc3)nc2-c2cc3ccccc3o2)CC1	0.2%	-10
O=C1NC(=O)N(CCc2ccc(F)cc2)C(=O)/C1=C\C=C\c1ccccc1	-2.5%	2
O=C(c1cc(-c2ccc(O)cc2)on1)N1CCc2ccccc2C1	3.3%	5

More structures:
SMILES	GlmU inhibition	RmlCD inh 1536
CCc1cccc(C)c1NC(=O)c1ccoc1C	2.2%	x
CS(=O)(=O)N(CCC#N)Cc1ccc(/C=C2\C(=O)Nc3ccccc32)o1	7.2%	-13
Cc1cc(NC(c2cccnc2)c2c(C)[nH]c3ccccc23)no1 (centres undefined)	1.1%	-4
Cc1nnc(N/N=C/c2ccc(-c3ccc(Br)cc3)o2)n1N	-5.4%	8
COc1ccc(NC(=O)Cc2ccccc2)cn1	-1.9%	-1
CN(C)C(=O)c1cn(-c2ccccc2)nc1-c1cccs1	-0.5%	-2
CCOc1ccc(N=C2NC(=O)S/C2=C\c2ccc(OC)cc2)cc1	0.6%	x
O=C(CCCCCCN1C(=O)c2ccccc2C1=O)Nc1nccs1	2.0%	x
CCOc1ccc(NC(=O)CCN2CCN(S(=O)(=O)c3cc(Cl)ccc3OC)CC2)cc1	6.2%	13
Cc1cc(C)c(C#N)c(SCC(=O)Nc2ccc(S(=O)(=O)Nc3onc(C)c3C)cc2)n1	-0.1%	-7
Cc1ccc(NC(=O)COc2ccccc2C(=O)NCCN(C)C)cc1	-6.2%	-1
CC1=Nn2c(nc(-c3ccccc3)c2-c2ccccc2)NC(=O)C1Br (centres undefined)	-1.6%	11
O=c1c2ccccc2nc(SCc2cn3ccsc3n2)n1-c1ccc(F)cc1	-0.9%	-8
O=C(NC(=O)N1CCSCC1)c1c(Cl)cccc1Cl	0.1%	x
CCOP1(=S)Oc2cc3c(cc2C(C(=O)OC)(C(F)(F)F)O1)OCO3 (centres undefined)	0.7%	-14
O=C(c1cccs1)N1CCC(c2nc(-c3ccc(S(=O)(=O)N4CCOCC4)cc3)no2)CC1	3.1%	x
CNS(=O)(=O)c1ccc(NC(=O)c2cnn3c(C(F)F)cc(-c4ccccc4)nc23)cc1	-1.2%	-1
COc1ccc(Cn2nnnc2C(CC(C)C)N2CCC(C(N)=O)CC2)cc1 (centres undefined)	-3.8%	4
COc1ccc(NCc2ccccc2[N+](=O)[O-])cc1OC	-6.2%	-6
Cc1nc2ccccc2n1CC(=O)NC1CCCCCC1	1.3%	-15
CC1CCCN(S(=O)(=O)c2ccc(S(=O)(=O)N3CCC4(CC3)OCCO4)cc2)C1 (centres undefined)	-4.7%	x
Cc1ccc(CNC(=O)CSc2nc3ccsc3c(=O)n2Cc2ccc(C(=O)O)cc2)cc1	-6.5%	4
Cc1cc(C)cc(OCC(=O)NN2C(=O)c3ccccc3C2=O)c1	-0.5%	3
CN(CCC#N)C(=O)COC(=O)c1ccc(Cl)cc1O	-1.8%	-9

Arranged by molar mass (lowest first): part of the list above.
SMILES	GlmU inhibition	RmlCD inh 1536
O=C(O)c1cccnc1Br	-7.8%	-13
Cc1nc2ccccc2n1CC(=O)NC1CCCCCC1	1.3%	-15
COc1ccc(-c2nnc(SCc3ccccn3)n2C)cc1	2.8%	x

The listing continues.
SMILES	GlmU inhibition	RmlCD inh 1536
CCOc1ccccc1-c1c2cc(O)c(=O)cc-2oc2cc(O)c(O)cc12	-3.1%	-3
Cc1cccc(NC2=C(Cl)C(=O)OC2OC(=O)c2ccco2)c1 (centres undefined)	3.2%	-5
O=C(O)c1ccccc1/C=N/Nc1ccc(S(=O)(=O)N2CCCC2)cc1[N+](=O)[O-]	x	8
COc1cc(S(=O)(=O)N2CCOCC2)c(OC)c(S(=O)(=O)N2CCOCC2)c1	-0.5%	x
COc1c2ccoc2c(OC)c2oc(=O)ccc12	3.3%	x
O=C(NCCCn1ccnc1)C(F)(F)C(F)(F)C(=O)NCCCn1ccnc1	0.6%	x
COc1ccccc1/C=C/C=N/n1c(-c2ccc(C)cc2)n[nH]c1=S	4.0%	-2
Cc1ccc(NC(=O)CSc2nsc(SCC(=O)Nc3ccc(C)cc3C)c2C#N)c(C)c1	-6.0%	-5
CCOC(=O)Cc1csc(SCc2nc3sc4c(c3c(=O)[nH]2)CCC4)n1	2.3%	x
O=C(COC(=O)c1ccc[nH]c1=O)Nc1ccc(S(=O)(=O)N2CCCC2)cc1	-1.1%	28
COc1ccc(-c2nn(-c3ccccc3)cc2/C=N/NC(=O)c2cccc(S(=O)(=O)Nc3ccccc3OC)c2)cc1	3.5%	x
Cc1ccc(NC(=O)C2CCCN(C(=O)c3ccc(Cl)cc3)C2)cc1 (centres undefined)	0.9%	-9

Single records, from the list above. Screens in order: GlmU inhibition, RmlCD inh 1536
COc1c2ccoc2c(OC)c2oc(=O)ccc12 reads 3.3%, x
Cc1ccc(NC(=O)C2CCCN(C(=O)c3ccc(Cl)cc3)C2)cc1 (centres undefined) reads 0.9%, -9
COc1ccc(-c2nn(-c3ccccc3)cc2/C=N/NC(=O)c2cccc(S(=O)(=O)Nc3ccccc3OC)c2)cc1 reads 3.5%, x
Cc1cccc(NC2=C(Cl)C(=O)OC2OC(=O)c2ccco2)c1 (centres undefined) reads 3.2%, -5
O=C(COC(=O)c1ccc[nH]c1=O)Nc1ccc(S(=O)(=O)N2CCCC2)cc1 reads -1.1%, 28

Further records
SMILES	GlmU inhibition	RmlCD inh 1536
CC1CCN(c2ccc(NC(=O)c3cccnc3Cl)cc2)CC1	7.4%	-8
O=C(Nc1nc2cc3c(cc2s1)OCO3)c1cccc(N2C(=O)CCC2=O)c1	6.7%	7
COC(=O)c1cc(=O)n2c(-c3ccc(OC)cc3)csc2n1	-2.4%	4
COc1cc(/C=N/NC(=O)CCOc2ccccc2C)cc(Br)c1O	-3.2%	-9
O=C(NCCCN1CCOCC1)c1c(O)c2ccccc2[nH]c1=O	-2.4%	-7
N#Cc1cc(Oc2cccnc2)c(Oc2cccnc2)cc1C#N	3.7%	-4
CN(C)/C=C(\C#N)S(=O)(=O)c1ccc(Cl)cc1	-0.1%	0
COc1ccc(-c2cccc(C(=O)Nc3cccc(C(=O)O)c3)c2)cc1	-1.6%	-4
Cc1ccc(C)c(OCC(=O)N/N=C\c2cccn2C)c1	1.4%	7
Cc1cc(C)n(-c2nc(-c3ccccc3)cs2)n1	4.4%	x
CCCCc1c(O)nc(N2CCN(Cc3ccccc3)CC2)[nH]c1=O	-7.5%	13
Cc1ccc(N2C(=O)NC(=O)/C(=C\c3ccoc3)C2=O)cc1	0.8%	-12

Grouped by structure: the compounds so far with a nitro group on carbon
SMILES	GlmU inhibition	RmlCD inh 1536
Cc1nnc(SCc2cccc([N+](=O)[O-])c2)[nH]c1=O	3.6%	-7
Cn1cc(C(=O)N/N=C/c2cccc([N+](=O)[O-])c2)c2ccccc21	-7.2%	-20
Cc1c(C(=O)NCc2ccc3c(c2)OCO3)cccc1[N+](=O)[O-]	-6.3%	2
O=C1CSC(=Nc2ccccc2[N+](=O)[O-])N1	6.4%	x
Cc1ccc([N+](=O)[O-])cc1NC(=O)c1ccc(C(C)(C)C)cc1	-2.9%	7
COc1ccc(NCc2ccccc2[N+](=O)[O-])cc1OC	-6.2%	-6
O=C(O)c1ccccc1/C=N/Nc1ccc(S(=O)(=O)N2CCCC2)cc1[N+](=O)[O-]	x	8

Additional records follow:
SMILES	GlmU inhibition	RmlCD inh 1536
NC1=C([N+](=O)[O-])C(c2ccc3c(c2)OCO3)c2c(c3ccccc3oc2=O)O1 (centres undefined)	3.3%	x
NS(=O)(=O)c1ccc(CCNC(=O)c2ccc3ccccc3n2)cc1	5.2%	-10
CCOc1cc(/C=C(/C#N)c2nc3ccccc3[nH]2)ccc1OCc1ccc(C(=O)O)o1	13%	x
O=C(Oc1ccc(=O)n(-c2ccccc2)n1)c1cccc(Cl)c1	1.9%	-8
C=CCN(c1ccccc1OC)S(=O)(=O)c1ccc(Cl)c(C(=O)Nc2ccc(N3CCOCC3)cc2)c1	-2.3%	-18
Cc1cc(NC(=O)CSc2nnc(NCc3ccccc3)s2)no1	0.6%	x
COc1cc(NS(C)(=O)=O)cc(OC)c1OC	-3.2%	-15
C/C(=N\NC(=O)CCc1c(C)n[nH]c1C)c1ccc([N+](=O)[O-])cc1	0.3%	1
Clc1ccc(-c2cc(C3CCNCC3)[nH]n2)c(Cl)c1	3.9%	14
Cc1oc2c(c1C(=O)NCCO)CCCC2	-2.7%	x

Assay outcomes: PubChem, several laboratories
